Screening data deposited in PubChem by Sanford-Burnham Center for Chemical Genomics.
SENP1 inh = blocks the human SENP1 SUMO protease catalytic domain | Q9P0U3 | recombinant SENP1 catalytic domain, CyPet-SUMO1-YPet FRET cleavage | inhibition, % at 10 µM | hit rate 0.21% among 360,000;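 active = inhibition at least 30% at 10 µM, raw YFP signal under a set limit, fluorescence ratio 0.5 to 1.5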;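 note: 0% = enzyme with DMSO and 100% = no enzyme wells; some results filed as inactive read as strong as hits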
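Test system: recombinant human SENP1 catalytic domain, His6-tagged / Medium: pH 8 Tris buffer with EDTA, NaCl, BME, BSA, NP40, catalase / Also added: SUMO1 FRET substrate flanked by Cypet and Ypet, 25 nM / Times: 50 min reaction at room temperature / Signal: FRET, CFP and YFP emission / Control set: no-enzyme low control and enzyme-plus-DMSO high control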
SENP8 block-1 = blocks the human protease SENP8. purified SENP8, Z-RLRGG-aminoluciferin cleavage, luminescence. inhibition, % at 10 µM. hit rate 1.2% among 330,000. AID 2540; in the data active = inhibition above about 50%
SENP8 block-2 = SENP8 (human) protease inhibition. AID 602440. inhibition, % at 20 µM. Q96LD8. recombinant SENP8, Nedd8 substrate fluorescence. hit rate 0.64% among 360,000; in the data active = inhibition mostly above about 40%, no sharp cut-off; inactive = mostly below about 27%
SENP7 block = blocks the human protease SENP7; recombinant SENP7, Z-RLRGG-aminoluciferin luminescence, 40 min; inhibition, % at 5 µM; hit rate 1.5% among 330,000;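 active = inhibition above about 50% at the single test dose, limit read from the data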;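 note: plate controls were DMSO with enzyme for no effect and no enzyme buffer wells for full effect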
UBC13 inh = blocks human UBC13 polyubiquitin chain formation | P61088 | hit rate 0.47% among 330,000 | inhibition, % at 20 µM | TR-FRET | AID 485273; in the data active = inhibition above about 45%, passing the limit was not always enough
Target sequence (P61088 whole entry, looked up): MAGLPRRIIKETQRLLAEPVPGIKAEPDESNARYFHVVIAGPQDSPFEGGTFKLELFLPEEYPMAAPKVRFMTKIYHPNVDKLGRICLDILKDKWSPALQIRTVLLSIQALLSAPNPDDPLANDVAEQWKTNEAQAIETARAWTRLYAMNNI
MIN6 prolif = inducers of beta-cell replication in MIN6 cells; hit rate 0.29% among 330,000; AID 2380; proliferation, % at 10 µM; MIN6 cells proliferation, ATPlite luminescence, 48 h; cells starved in 0.2% serum; 100% = growth in 10% serum;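 active = compounds whose signal lies at least 3.5 SD above the mean of all wells on their plate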;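 note: 0% = DMSO-treated cells in low-serum medium and 100% = 10% serum control; some compounds called inactive have numbers as strong as hits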
PfG6PD inh = PfG6PD (Plasmodium falciparum) enzyme inhibition; hit rate 0.78% among 350,000; PfGluPho enzyme, NADPH resazurin-diaphorase fluorescence; inhibition, % at 20 µM;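 active = inhibition reaching at least a set limit at 20 µM in the primary screen, cut at about 59% in these data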;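 note: 0% = DMSO wells with substrate and 100% = DMSO wells lacking glucose-6-phosphate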
SENP6 inh = blocks the human protease SENP6; hit rate 1.8% among 330,000; inhibition, % at 10 µM; Recombinant SENP6 catalytic domain, aminoluciferin luminescence; Q9GZR1; AID 2599;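 active = inhibition above about 50% at the single tested dose, limit read from the data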;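 note: plate controls were DMSO wells with enzyme for no effect and DMSO wells lacking enzyme for full effect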
HKDC1 inhibitor = inhibitors of human hexokinase HKDC1; Q2TB90; recombinant HKDC1, G6PDH/diaphorase resazurin coupled fluorescence; inhibition, % at 20 µM; hit rate 0.16% among 340,000; AID 493160;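 active = inhibition above about 35% when tested at 20 µM, limit read from the data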;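 note: plate controls were DMSO wells with enzyme for no effect and DMSO wells lacking enzyme for full effect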
Target sequence (Q2TB90 whole entry, looked up): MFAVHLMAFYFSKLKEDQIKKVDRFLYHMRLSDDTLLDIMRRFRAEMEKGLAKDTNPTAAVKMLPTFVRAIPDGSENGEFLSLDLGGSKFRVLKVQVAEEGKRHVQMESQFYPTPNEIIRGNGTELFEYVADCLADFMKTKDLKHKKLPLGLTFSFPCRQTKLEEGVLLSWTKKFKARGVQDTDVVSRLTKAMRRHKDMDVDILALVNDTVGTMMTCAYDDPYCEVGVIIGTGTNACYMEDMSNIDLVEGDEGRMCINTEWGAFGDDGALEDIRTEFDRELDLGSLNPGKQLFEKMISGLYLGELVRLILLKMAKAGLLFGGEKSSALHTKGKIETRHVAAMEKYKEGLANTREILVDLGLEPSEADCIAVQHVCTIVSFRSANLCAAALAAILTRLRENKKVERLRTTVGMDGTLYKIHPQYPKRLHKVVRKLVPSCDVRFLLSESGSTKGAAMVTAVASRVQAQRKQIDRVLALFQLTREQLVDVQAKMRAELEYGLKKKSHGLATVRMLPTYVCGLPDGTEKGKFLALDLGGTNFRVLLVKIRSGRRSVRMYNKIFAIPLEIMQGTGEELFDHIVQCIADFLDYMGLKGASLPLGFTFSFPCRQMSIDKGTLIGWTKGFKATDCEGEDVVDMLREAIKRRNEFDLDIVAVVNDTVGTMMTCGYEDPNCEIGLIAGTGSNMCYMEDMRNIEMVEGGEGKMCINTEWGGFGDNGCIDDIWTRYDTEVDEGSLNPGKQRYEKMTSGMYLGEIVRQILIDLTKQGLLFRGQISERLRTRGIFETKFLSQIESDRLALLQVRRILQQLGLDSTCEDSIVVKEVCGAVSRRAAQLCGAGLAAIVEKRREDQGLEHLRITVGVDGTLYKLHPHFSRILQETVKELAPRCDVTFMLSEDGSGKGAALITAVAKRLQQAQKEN
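System: Recombinant HKDC1 hexokinase | Amount: HKDC1 at 5 µg/mL | Reagent: Glucose with 1 mM ATP | Doses: Single 20 µM dose | Incubation: Reaction time 90 min, room temperature, protected from light | Signal: Coupled resazurin fluorescence, excitation 525 nm, emission 613 nm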
* = called active by the depositor; · = not tested or not shown. Random draw from the library. About 4% of those tested had a hit in this group.

Sample of the layout, eleven compounds:
SMILES | SENP1 inh | SENP8 block-1 | SENP8 block-2 | SENP7 block | UBC13 inh | MIN6 prolif | PfG6PD inh | SENP6 inh | HKDC1 inhibitor
CCN1CCN(C(=O)C2CCC(CNS(=O)(=O)c3ccc(NC(C)=O)cc3)CC2)CC1 (stereo not drawn) | 2 | 6 | -2 | -1 | 7 | -2 | -9 | -10 | -3
N#Cc1nc(Cc2cccc3ccccc23)oc1NCc1ccco1 | -6 | 8 | 3 | 0 | 14 | -3 | 10 | 9 | 0
c1ccc2c(N3CCCCCC3)nc(-c3ccncc3)nc2c1 | 1 | 9 | -45 | 0 | 11 | -5 | 16 | 9 | 3
N#C/C=C(/c1ccc(F)cc1)N1CCOCC1 | -1 | 4 | 8 | 8 | 10 | -1 | 4 | -36 | -6
COc1ccc(C(c2oc(CO)cc(=O)c2O)c2oc(CO)cc(=O)c2O)cc1OC | 5 | -8 | 10 | -2 | -5 | 1 | -27 | 0 | -7
CSCC[C@H](NC(=O)C1CCN(S(=O)(=O)c2ccc(C)cc2C)CC1)c1nc2ccccc2[nH]1 | -1 | 3 | -9 | 4 | -2 | -4 | -6 | -8 | 1
CN(C)S(=O)(=O)c1cccc(-c2nn(-c3ccccc3)cc2/C=C(\C#N)c2nc3ccccc3[nH]2)c1 | -30 | -6 | -271 | -8 | -19 | 0 | 1 | -14 | -3
CCOC(=O)c1nnc(-c2ccc(C)cc2)nc1Sc1cccc(Cl)c1 | 2 | -4 | 25 | 16 | -4 | -3 | -5 | -23 | -2
Cc1ccc(NC(=O)CCS(=O)(=O)c2ccc3c(c2)NC(=O)C(C)S3)nc1 (stereo not drawn) | 2 | -2 | 4 | 0 | -2 | -1 | 1 | 16 | -5
CC(=O)OC[C@H]1O[C@@H](Sc2cccc3cccnc23)[C@H](OC(C)=O)[C@@H](OC(C)=O)[C@@H]1OC(C)=O | -1 | -8 | -288 | -1 | 9 | 0 | -15 | -14 | -11
O=C(COc1ccc(S(=O)(=O)N2CCOCC2)cc1)NCc1ccccc1 | 1 | 5 | -4 | 6 | 3 | 3 | -9 | -5 | -5

Main list, repeating the preview:
SMILES | SENP1 inh | SENP8 block-1 | SENP8 block-2 | SENP7 block | UBC13 inh | MIN6 prolif | PfG6PD inh | SENP6 inh | HKDC1 inhibitor
CCN1CCN(C(=O)C2CCC(CNS(=O)(=O)c3ccc(NC(C)=O)cc3)CC2)CC1 (stereo not drawn) | 2 | 6 | -2 | -1 | 7 | -2 | -9 | -10 | -3
N#Cc1nc(Cc2cccc3ccccc23)oc1NCc1ccco1 | -6 | 8 | 3 | 0 | 14 | -3 | 10 | 9 | 0
c1ccc2c(N3CCCCCC3)nc(-c3ccncc3)nc2c1 | 1 | 9 | -45 | 0 | 11 | -5 | 16 | 9 | 3
N#C/C=C(/c1ccc(F)cc1)N1CCOCC1 | -1 | 4 | 8 | 8 | 10 | -1 | 4 | -36 | -6
COc1ccc(C(c2oc(CO)cc(=O)c2O)c2oc(CO)cc(=O)c2O)cc1OC | 5 | -8 | 10 | -2 | -5 | 1 | -27 | 0 | -7
CSCC[C@H](NC(=O)C1CCN(S(=O)(=O)c2ccc(C)cc2C)CC1)c1nc2ccccc2[nH]1 | -1 | 3 | -9 | 4 | -2 | -4 | -6 | -8 | 1
CN(C)S(=O)(=O)c1cccc(-c2nn(-c3ccccc3)cc2/C=C(\C#N)c2nc3ccccc3[nH]2)c1 | -30 | -6 | -271 | -8 | -19 | 0 | 1 | -14 | -3
CCOC(=O)c1nnc(-c2ccc(C)cc2)nc1Sc1cccc(Cl)c1 | 2 | -4 | 25 | 16 | -4 | -3 | -5 | -23 | -2
Cc1ccc(NC(=O)CCS(=O)(=O)c2ccc3c(c2)NC(=O)C(C)S3)nc1 (stereo not drawn) | 2 | -2 | 4 | 0 | -2 | -1 | 1 | 16 | -5
CC(=O)OC[C@H]1O[C@@H](Sc2cccc3cccnc23)[C@H](OC(C)=O)[C@@H](OC(C)=O)[C@@H]1OC(C)=O | -1 | -8 | -288 | -1 | 9 | 0 | -15 | -14 | -11
O=C(COc1ccc(S(=O)(=O)N2CCOCC2)cc1)NCc1ccccc1 | 1 | 5 | -4 | 6 | 3 | 3 | -9 | -5 | -5
COc1ccccc1CCNC(=O)c1ccc(C)o1 | -2 | 1 | 6 | 7 | -5 | -2 | -1 | 9 | 6
COc1cccc(NC(=O)Nc2ccc3nsnc3c2)c1 | 2 | 44 | -123 | -10 | 4 | 0 | 32 | 50* | -2
O=C(CC1Oc2ccccc2NC1=O)NCc1ccccc1 (stereo not drawn) | 2 | -1 | 5 | 2 | 5 | 1 | -8 | -1 | -7
COc1ccc(-c2csc(NC(=S)NC(=O)c3cccs3)n2)cc1Br | -1 | 1 | 15 | -3 | -13 | -3 | -5 | 0 | -3
COC(=O)c1ccc(NS(=O)(=O)NC(=O)c2cn(C)c3ccccc23)cc1 | 1 | 3 | 17 | 0 | -4 | 6 | -14 | -4 | 3
O=C(NCCC1=CCCCC1)C(=O)NCC(c1ccco1)N1CCN(c2ccccc2F)CC1 (stereo not drawn) | 2 | -10 | 8 | -11 | -14 | 0 | 6 | -12 | -3
CN(/C(=N\S(=O)(=O)c1ccccc1)c1ccccc1)c1ccc(O)cc1 | -1 | 1 | -421 | 1 | 4 | -2 | 2 | 0 | -11
CCOC(=O)C(=O)/C(=C\N(C)C)c1onc(-c2c(F)cccc2Cl)c1C(=O)OC | -3 | -4 | -82 | -1 | -2 | -2 | -11 | -1 | 0
Cc1cc([N+](=O)[O-])nn1CCCC(=O)Nc1cc(Oc2ccc(F)cc2)cc([N+](=O)[O-])c1 | -1 | -6 | 12 | -6 | -2 | 0 | 19 | -5 | 0
CC(C)(O)CN(C(=O)c1ccccc1)C1CCCCC1 | 2 | · | 14 | · | · | · | 2 | · | -3
C=CCNC1=C(Cl)C(=O)c2ccccc2C1=O | -4 | 21 | 72* | 17 | -305 | 0 | -142 | 59* | 7
COc1cccc(-c2ccc(SCc3ccccn3)nn2)c1 | 0 | 59* | 18 | 80* | -3 | -3 | -8 | 2 | -1
O=C(O)CCNC(=O)/C(=C\c1ccco1)NC(=O)c1ccco1 | -4 | 1 | -5 | -8 | -10 | 3 | 0 | -32 | -5
Cc1sc2ncnc(NCC(c3ccco3)N3CCCC3)c2c1C (stereo not drawn) | -2 | 3 | 8 | 2 | 6 | -1 | -13 | -12 | -7
COC(=O)c1ccc(NC(=O)CN2CCN(c3ccccc3)CC2)cc1 | 2 | 1 | 16 | -1 | 7 | -4 | 3 | 7 | -5
Cc1ccc(C(=O)NCCCc2ccccc2)c(C)c1 | 4 | -17 | 6 | -8 | -13 | 1 | 7 | 10 | -8
Cc1oc(-c2cccc(Cl)c2)nc1CN1CCC(C(=O)NCC2CCCO2)CC1 (stereo not drawn) | -2 | 12 | 16 | -1 | -1 | -2 | -3 | 1 | -5
CC(=O)Nc1ccc(S(=O)(=O)NNC(=O)CCc2ccccc2)cc1 | -1 | -1 | 4 | 8 | 5 | 0 | -26 | -9 | 2
C=C1C(=O)OC2C1C(OC(=O)C(C)=CC)CC(=C)C1C(O)C3OC3(C)C21O (stereo not drawn) | -5 | · | 4 | · | · | · | 12 | · | 4
CN1CCN(C(=O)/C(=C/c2cccs2)NC(=O)c2ccco2)CC1 | -1 | 3 | 14 | -4 | -2 | 1 | 7 | -18 | -9
O=C(CSc1n[nH]c(C2CCCC2)n1)NC1CCCC1 | 1 | -1 | -62 | 2 | 3 | 1 | -6 | -5 | -3
CC1(C)Cc2c(sc3ncnc(N)c23)CO1 | 1 | -4 | -22 | 2 | 11 | 6 | -9 | 2 | -2
Cc1cccnc1NC(=O)c1ccccc1NC(=O)C(C)(C)C | 1 | -4 | 10 | 3 | -4 | 1 | -7 | -13 | -2
N/C(=N\OC(=O)c1cc(-c2ccccc2)nc2ccccc12)c1ccc(Cl)cc1 | -1 | -5 | -194 | 6 | -4 | -6 | -1 | -4 | -9
Cc1cc(C)cc(NC(N)=S)c1 | 0 | -5 | 18 | -8 | -4 | 2 | -10 | -29 | 3
COc1ccc(Nc2ccc3c(c2)=NC2(CCCCC2)[N+]=3[O-])cc1 | 15 | 36 | 81* | 38 | -271 | -5 | 78* | 82* | 24
CC(C)N(Cc1cnn(C)c1)Cc1nc(-c2ccc(Cl)cc2)no1 | 0 | 6 | 5 | 0 | 1 | 0 | 3 | 21 | 0
CCCC1(C(=O)OCC)NC(c2cc(OC)c(OC)c(OC)c2)C2C(=O)N(CC)C(=O)C21 (stereo not drawn) | 1 | 0 | 36 | 14 | 4 | 0 | -1 | 4 | -1
O=C(c1cccc(N2C(=O)c3ccccc3C2=O)c1)N1CCCCCC1 | -4 | 4 | 7 | 9 | -9 | 3 | -8 | 12 | 17
COc1ccc(OCC(=O)NCCS(=O)(=O)N2CCN(c3ccc(F)cc3)CC2)cc1 | 2 | 2 | 15 | 9 | 9 | 0 | -12 | -7 | -5
COc1ccc(CNC(=O)CN(c2ccc(C(C)=O)cc2)S(=O)(=O)c2ccc(C)cc2)cc1OC | 3 | 14 | 12 | -3 | 2 | 0 | 14 | -6 | 4
CCCCCCCNc1cccc(C)c1 | -1 | -1 | 10 | 4 | 2 | 2 | 12 | -25 | -2
CC1(C)N([O-])c2cc([N+](=O)[O-])ccc2[N+]1=O | · | 11 | · | 13 | -64 | -3 | 70* | 11 | 20
NC(=O)c1cc(S(=O)(=O)N2CCCCC2)cs1 | 0 | 0 | 8 | -2 | 0 | 5 | 19 | 1 | 0
COc1ccccc1C/C(N)=N/OC(=O)COc1ccc(C)cc1 | 3 | -4 | 8 | 5 | 2 | -1 | 12 | -20 | -4
Cn1nccc1C(=O)OCC(=O)Nc1ccc(S(N)(=O)=O)cc1 | -1 | 3 | 19 | -3 | 4 | -5 | 1 | 20 | -7
CCN1CCN(C(=S)Nc2ccc3nc4n(c(=O)c3c2)CCCCC4)CC1 | 0 | 2 | -88 | 11 | 5 | -1 | 1 | -5 | -6
O=C(O)CC(NC(=O)C1CCCCC1)c1ccc(OC2CCCC2)cc1 (stereo not drawn) | -1 | 6 | 0 | -3 | -8 | -1 | -7 | -16 | -10
O=C(NC1CC1)c1cccc(NC(=O)c2cnn(-c3ccccc3)n2)c1 | -2 | -4 | 8 | 0 | 8 | -2 | 2 | -20 | 3
CCOC(=O)c1csc(NC(=O)CC2CCCC2)n1 | 3 | -10 | 3 | 1 | -10 | -5 | 11 | -2 | -2
CC(C)(C)SCCNC(=O)c1ccccc1 | 5 | -7 | 26 | 6 | 4 | -3 | 3 | -17 | 3
COc1ccc(S(=O)(=O)Nc2ccc(-n3cnnn3)cc2)cc1Br | 1 | -3 | -1 | -1 | 1 | 0 | -18 | -13 | 2
O=C(Nc1ccon1)c1cccc(S(=O)(=O)N2CCCCCC2)c1 | 1 | 6 | 4 | 2 | -1 | 0 | -10 | 6 | -7
CCCS(=O)(=O)N1CCN(CC2CC=CCC2)CC1 (stereo not drawn) | 2 | -7 | 16 | 8 | -2 | -1 | -7 | 1 | -7
CN(CC(=O)Nc1ccccn1)S(=O)(=O)c1ccc(Cl)cc1 | -1 | -2 | -5 | 6 | 7 | 2 | 2 | -17 | 0
